# FXN GAA850 act – frataxin GAA850 promoter activation | HEK293 lucGAA850 FXN promoter luciferase reporter, 24 h; percent of 10 µM SAHA response | activation, % at 6 µM | AID 540364 | 360,000 tested, 0.56% active;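 active = activation above the average of all compounds screened plus 3 SD, cutoff fixed separately per campaign, cut at about 7.5% in these data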;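 note: 0% = DMSO wells and 100% = 10 µM SAHA wells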
# NPR2 activator – GC-B (human) receptor activation. HEK293-GC-B cells, CNP EC30, cGMP TR-FRET; 0% at EC30 CNP, 100% saturating CNP. P20594. 370,000 tested, 0.11% active. AID 1920062. activation, % at 10 µM;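 active = activation at 10 µM reaching about 35% in either raw or pattern-adjusted values, limit read from the data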
# hgDAF12 agonist – hgDAF-12 agonism, primary luciferase screen | HEK293 GAL4-hgDAF12 UAS-luciferase reporter, agonist luminescence; normalized to butyrate control | activation, % at 6.8 µM | 370,000 tested, 1.8% active;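 active = activation above a cutoff set at the mean of all screened compounds plus 3 SD, cut at about 10% in these data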;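 note: 0% = DMSO wells and 100% = sodium butyrate wells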
# HGIII-sPLA2 inh – Blocks human group III sPLA2 activity | QFRET BODIPY PC-A2 liposome hydrolysis, fluorescence | 370,000 tested, 0.56% active | inhibition, % at 12.2 µM | Q9NZ20;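 active = inhibition above mean plus 3 SD of compounds lying within the high and low control bounds, cut at about 19% in these data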;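 note: 0% = median of test compound wells and 100% = no enzyme DMSO wells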
# Target sequence (Q9NZ20 whole entry, looked up): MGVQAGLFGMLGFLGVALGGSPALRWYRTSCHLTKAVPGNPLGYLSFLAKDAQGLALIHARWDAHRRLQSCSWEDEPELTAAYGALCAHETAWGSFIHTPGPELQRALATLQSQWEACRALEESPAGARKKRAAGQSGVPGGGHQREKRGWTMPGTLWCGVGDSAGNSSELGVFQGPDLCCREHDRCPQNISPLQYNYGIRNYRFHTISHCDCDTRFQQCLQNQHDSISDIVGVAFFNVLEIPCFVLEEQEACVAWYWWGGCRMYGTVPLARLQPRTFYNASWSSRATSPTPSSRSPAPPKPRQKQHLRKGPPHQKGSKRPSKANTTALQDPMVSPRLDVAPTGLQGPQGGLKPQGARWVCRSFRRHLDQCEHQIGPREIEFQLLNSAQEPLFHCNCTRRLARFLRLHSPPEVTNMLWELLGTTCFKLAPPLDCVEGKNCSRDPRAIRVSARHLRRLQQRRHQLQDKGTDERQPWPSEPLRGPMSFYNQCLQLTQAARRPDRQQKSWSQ
# DAX1 inh-1 – inhibitors of DAX1 repression of SF-1 activated StAR promoter; inhibition, % at 6.8 µM; 370,000 tested, 1.1% active; AID 652010; HEK293T StAR-luciferase reporter, SF-1/DAX-1 repression relief;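 active = inhibition above the mean over all tested compounds plus 3 SD, cut at about 3.6% in these data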;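 note: 0% = DAX-1 cells with DMSO and 100% = cells lacking DAX-1 with DMSO; higher inhibition means more luminescence from relief of DAX-1 repression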
# SMARCA2 act – increases SMARCA2 function in MMTV reporter cells; MG213 cells, MMTV-luciferase reporter, dexamethasone, overnight; activation, % at 9.1 µM; 370,000 tested, 1% active; AID 652017; in the data active = activation above about 7.8%;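 note: 0% = vehicle wells and 100% = reference activator wells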
# ssDAF12 agonist – activators of S. stercoralis DAF-12 nuclear receptor; HEK293 ssDAF-12/GRIP1 lit1-tk-luc reporter, luminescence; % of 3 µM dafachronic acid response; activation, % at 6.8 µM; 370,000 tested, 1% active; AID 652126;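 active = activation above the mean over all tested compounds plus 3 SD, cut at about 0.9% in these data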;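 note: 0% = DMSO-only wells and 100% = 3 µM delta7-dafachronic acid wells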
# hcDAF-12 act – activates DAF-12 receptor from parasite H. contortus; HEK293 hcDAF-12 lit1-tk-luc reporter, luminescence; 0% DMSO, 100% Δ7-dafachronic acid; activation, % at 6.8 µM; 370,000 tested, 1.4% active;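 active = activation above the mean of all tested compounds plus 3 SD, cut at about 5.5% in these data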;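 note: 100% = response to 3 µM Δ7-dafachronic acid high control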
# DAX1 inh-2 – inhibitors of human orphan nuclear receptor DAX1 (NR0B1); P51843; HEK293 Gal4-DAX1 luciferase reporter, luminescence; inhibition, % at 6.75 µM; 340,000 tested, 0.99% active; AID 504766;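 active = inhibition above the mean over all tested compounds plus 3 SD, cut at about 4.2% in these data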;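 note: 0% = DAX1-transfected cells with DMSO and 100% = empty-vector control cells with DMSO; inhibition shows as a rise in luminescence from relieved DAX1 repression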
# NPR1 activator – GC-A (human) enzyme activation | HEK293 GC-A cells, cGMP TR-FRET, EC30 ANP; 0% at EC30 ANP, 100% saturating ANP | activation, % at 10 µM | AID 1671463 | 370,000 tested, 0.14% active; in the data active = activation above about 40%
# ADAM10 inh – inhibitors of human ADAM10. O14672. recombinant ADAM10, EDANS/DABCYL FRET peptide cleavage, 3 h. inhibition, % at 7 µM. 370,000 tested, 0.62% active. AID 720582;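 active = inhibition above a per-campaign cutoff equal to the mean of compounds falling between control-based bounds plus 3 SD, cut at about 20% in these data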;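 note: 0% = DMSO wells while the 100% control is not disclosed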
# Target sequence (O14672 214-748 limits assumed): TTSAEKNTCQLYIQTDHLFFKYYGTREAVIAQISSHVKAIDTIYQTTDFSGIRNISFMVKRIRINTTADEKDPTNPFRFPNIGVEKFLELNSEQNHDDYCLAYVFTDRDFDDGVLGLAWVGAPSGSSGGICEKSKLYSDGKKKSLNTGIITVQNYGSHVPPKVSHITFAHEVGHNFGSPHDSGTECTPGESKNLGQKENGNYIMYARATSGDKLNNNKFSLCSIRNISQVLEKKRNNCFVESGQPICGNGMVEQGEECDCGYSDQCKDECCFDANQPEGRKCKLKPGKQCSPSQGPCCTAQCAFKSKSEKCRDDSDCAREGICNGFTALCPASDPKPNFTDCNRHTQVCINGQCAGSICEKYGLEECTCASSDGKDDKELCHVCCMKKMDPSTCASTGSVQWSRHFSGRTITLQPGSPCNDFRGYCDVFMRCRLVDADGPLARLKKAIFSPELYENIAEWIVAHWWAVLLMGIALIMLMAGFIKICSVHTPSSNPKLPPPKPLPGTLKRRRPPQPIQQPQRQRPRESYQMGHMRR
# The depositor's hits bear a star; nt = no result given; & = joins results of further samples.
SMILES,FXN GAA850 act,NPR2 activator,hgDAF12 agonist,HGIII-sPLA2 inh,DAX1 inh-1,SMARCA2 act,ssDAF12 agonist,hcDAF-12 act,DAX1 inh-2,NPR1 activator,ADAM10 inh
COc1cc(OC)c(NC(=O)c2cc3ccccc3cc2O)cc1Cl,1.1,2,4.7,-37,0.3,-3,0.1,4.1,-0.9,7,-16
CN(Cc1ccccc1)C(=O)c1ccc(Cc2cn(C)c3ccccc23)nc1,2.2,2,-2.8,-31,-0.9,-4,-0.7,1.8,nt,2,-28
CCCCn1nc2cc(C(=O)NCc3cc(C(F)(F)F)cc(C(F)(F)F)c3)ccc2c1OCC,-0.4,-5,-0.6,-3,-0.4,0,-1.9,-1.7,0.3,-1,-37
Cn1nc(C(F)(F)F)cc1C(=O)O,0.1,3,-0.8,-3,0.7,-2,-1.1,-0.1,1.8,0,-3
CC(C)Cc1nnc(NC(=O)Cc2cccs2)s1,1.3,0,0.1,-7,1.3,1,-0.6,0.5,1.0,-10,-2
Cc1ccc(C(O)P(=O)(OC(C)C)c2ccc(N(C)C)cc2)cc1 (centres undefined),-0.6,-4,-0.9,-3,0.0,0,-0.8,-1.9,nt,-4,6
CN(C)c1ccc(NC(=O)C[n+]2ccccc2)cc1,1.3,2,-0.2,7,-0.1,-2,-1.9,-0.1,-0.5,-8,-9
CN(C(=S)NC(=O)C1CCCC1)c1ccccc1,-0.6,-4,0.4,4,0.2,-1,-0.2,1.9,0.7,2,-6
O=C(/C=C/c1ccco1)NC(=S)Nc1ccccc1Br,3.6,3,2.4,0,0.4,-4,-1.6,-1.5,1.0,-3,10
COc1cccc(N2CCN(C(=S)Nc3ccc(C)cc3C)CC2)c1,0.0,0,1.9,5,0.0,-3,-1.5,-1.6,0.7,0,3
O=C(NCc1cccnc1)c1cc(-c2cccs2)on1,5.5,4,12*,2,-0.9,-1,-1.1,1.3,2.1,4,-5
O=C(O)Cn1c(SCc2ccccc2)nc2ccccc21,-1.3,-5,-0.7,-4,0.2,-3,-1.2,-0.5,0.6,4,-1
COC(=O)c1ccc(CSc2ccccc2NC(=S)Nc2cccc(SC)c2)o1,3.9,-2,-1.6,4,-1.4,1,-0.8,-1.1,3.8,0,0
COC(=O)c1ccc(S(=O)(=O)N2CCC(NC(=O)Cc3ccccc3)CC2)cc1,nt,0,0.1,-5,-0.4,-3,-1.5,-0.3,nt,4,-1
O=C1CN(c2nc(-c3cccnc3)nc3scc(-c4ccccc4)c23)CCN1,2.3,-2,-1.0,3,0.4,-1,-0.6,-0.3,0.8,0,-14
CC1(C)CC(=O)C(C(=O)c2ccccc2)C(=O)C1,1.2,3,-0.9,4,-0.5,-5,-1.6,0.4,-0.2,-3,-4
O=C(O)CCC(=O)N1N=C(c2cccs2)CC1c1cccc([N+](=O)[O-])c1 (centres undefined),0.2,2,1.7,-1,-0.1,-2,-0.8,0.4,2.2,-2,-3
CC1CN(C(=O)CCNC(=O)c2ccccc2Cl)CC(C)O1 (centres undefined),1.2,-2,5.9,0,0.2,-1,-0.6,-1.5,1.2,2,-5
Cc1c(NC(=O)CN2C(=O)c3cccc4cccc2c34)c(=O)n(-c2ccccc2)n1C,-0.8,1,-3.5,0,-0.5,-4,-1.1,-1.9,-0.3,1,-38
CCCCCCn1c(=O)n2n(c1=O)[C@@H]1CN(S(=O)(=O)c3ccc(C)cc3)C[C@]1(O)[C@@H](OC(=O)NCc1ccco1)C2,-0.8,-4,2.1,-24,0.3,-5,-1.1,0.1,0.8,-4,3
COc1cc2[nH]c(=O)n(CCCCCC(=O)N3CC=C(c4ccccc4)CC3)c(=O)c2cc1OC,-5.2,5,-8.1,-11,-2.1,-1,-2.0,-2.5,-0.6,0,-26
CCN(CC)CCN(Cc1cc2cc3c(cc2[nH]c1=O)OCO3)C(=S)NCc1ccco1,-1.6,1,5.7,8,-0.6,-2,-1.1,-1.6,0.1,2,-472
COc1ccccc1NC(=O)Nc1nc(CC(=O)N2CCN(c3ccccc3)CC2)cs1,-0.5,1,-4.4,-17,-2.6,-2,-1.8,-2.8,-2.0,1,10
COc1ccc(-c2cc(C(=O)NC(C(=O)O)C(C)C)c(C)o2)cc1OC (centres undefined),1.7,nt,6.0,-4,1.4,5,-0.6,2.0,1.9,nt,-2
Cc1ccc(-c2cc(C(=O)OCC(=O)Nc3cc(C)on3)c3ccccc3n2)c(C)c1,-0.2,8,-0.6,9,-0.4,-3,-0.5,-0.4,-0.1,-4,0
COc1cc(CNCc2ccc(SC)cc2)cc(OC)c1,-0.1,-2,0.3,-5,-0.6,-2,-1.8,-1.9,-1.1,-5,4
Cc1cc(/C=C2\SC(=S)NC2=O)c(C)n1-c1cccc(O)c1,3.4,-3,6.9,10,3.5,3,0.0,4.8,5.3*,-12,5
O=C(CCl)Nc1cccc(CP(=O)(c2ccccc2)c2ccccc2)c1,-1.8,1,-9.1,3,-2.7,0,-1.1,-1.2,-1.7,-7,-3
CCOC(=O)Cc1[nH]nc2c1C(c1ccoc1)C(C#N)=C(N)O2 (centres undefined),-2.2,6,-1.5,-15,-0.3,-3,-0.8,-0.6,0.3,2,-8
Cc1noc(C)c1NC(=O)Nc1cccc2c1O[C@H](CN(C)C(=O)Nc1ccccc1)[C@@H](C)CN([C@H](C)CO)C2=O,-2.9,3,-2.0,7,0.2,-1,-0.9,-2.0,-0.2,5,-4
COC(=O)C1CCN(C2CN(Cc3cn(Cc4ccc(C(F)(F)F)cc4)nn3)S(=O)(=O)C2)CC1 (centres undefined),nt,-1,-0.8,7,-1.4,1,-1.0,1.0,nt,-2,-4
Cc1ccc(SC[C@H](Cc2ccccc2)N2CC[C@@H](C)CCC2=O)cc1,-2.0,-10,3.9,6,-0.8,-1,-1.2,-0.8,0.5,-7,-2
Cc1cc(C(=O)OCC(=O)NC(C)C)c(C)o1,0.8,0,-0.7,4,-0.4,5,-1.0,-0.4,-0.4,2,-2
COc1ccccc1C1C(C#N)=C(N)Oc2cc(C)n(CCCn3ccnc3)c(=O)c21 (centres undefined),-0.9,9,0.8,2,-0.3,0,-1.1,-1.1,0.6,2,-19
CC(Sc1ncn[nH]1)C(=O)Nc1ccc(Cl)cn1 (centres undefined),0.5,0,-1.2,-1,0.9,-2,-1.0,-1.8,1.0,2,-8
CSc1ccccc1NC(=O)CN(C)C(=O)C1CC(=O)N(C(C)c2ccccc2)C1 (centres undefined),-0.1,0,0.8,0,-0.6,-3,-1.1,0.3,0.4,-1,-14
CSc1ccccc1NC(=S)N/N=C/c1cccn1Cc1ccc(F)cc1,-0.2,-2,-2.2,6,-2.5,-1,-1.9,-0.5,-0.4,0,6
CCCOC(=O)c1[nH]c2c(c1C)C(=O)CC(c1ccc(OC)c(OC)c1)C2 (centres undefined),1.0,-9,-1.4,7,-0.2,0,-1.9,0.0,1.3,-1,-9
Cc1ccc(N2CC(C(=O)Nc3ccc(S(=O)(=O)N4CCOCC4)cc3)CC2=O)cc1Cl (centres undefined),1.3,3,1.8,-6,-1.4,1,-1.0,-1.5,0.9,-1,-13
CNC(=O)n1cc(C)c(-c2cccs2)n1,1.0,-7,2.5,3,-0.2,-1,-1.3,-2.5,nt,6,1

# 2 consecutive entries from above:
SMILES,FXN GAA850 act,NPR2 activator,hgDAF12 agonist,HGIII-sPLA2 inh,DAX1 inh-1,SMARCA2 act,ssDAF12 agonist,hcDAF-12 act,DAX1 inh-2,NPR1 activator,ADAM10 inh
Cc1ccc(N2CC(C(=O)Nc3ccc(S(=O)(=O)N4CCOCC4)cc3)CC2=O)cc1Cl (centres undefined),1.3,3,1.8,-6,-1.4,1,-1.0,-1.5,0.9,-1,-13
CNC(=O)n1cc(C)c(-c2cccs2)n1,1.0,-7,2.5,3,-0.2,-1,-1.3,-2.5,nt,6,1

# Next compounds:
SMILES,FXN GAA850 act,NPR2 activator,hgDAF12 agonist,HGIII-sPLA2 inh,DAX1 inh-1,SMARCA2 act,ssDAF12 agonist,hcDAF-12 act,DAX1 inh-2,NPR1 activator,ADAM10 inh
O=C(c1ccc(F)cc1)N(Cc1ccccc1)C1CCS(=O)(=O)C1 (centres undefined),1.8,-5,0.5,13,0.1,-1,-1.4,-0.6,0.0,-5,8
COc1cc(OC)c(-c2nc(-c3ccncc3)no2)cc1OC,3.0,-6,-0.4,0,-0.6,0,-1.4,-2.5,-0.3,-9,0
COc1ccc(NC(=O)c2cccs2)cc1NC(=O)c1ccco1,0.8,-3,0.9,10,-1.2,-4,-0.9,0.7,-0.8,2,-8
N[C@@H](Cc1ccccc1)C(=O)N1CCC(C(=O)N[C@@H](Cc2c[nH]c3ccccc23)C(=O)O)CC1,2.4,2,3.3,-3,0.0,2,-0.1,1.5,0.4,-4,-2
CSc1ccc(Oc2cccc3c2S(=O)(=O)N([C@H](C)c2ccccc2)C[C@@H](COCc2ccccc2)O3)cc1C,nt,0,1.5,1,-1.5,1,-0.5,0.0,nt,1,10
CCCOc1ccc(C(C)=O)cc1CC(C(=O)OCC)C(=O)OCC,0.5,nt,-0.7,-4,-1.5,-1,-1.4,-2.2,-1.1,nt,-5
CCOC(=O)N1CCN(C(=O)CNC(=O)c2nn(-c3ccc(OC)cc3)c(=O)c3ccccc23)CC1,1.1,nt,0.0,-1,0.4,0,-1.0,0.9,-0.7,nt,-3
Cc1ccc2c(c1)C(c1ccc(F)cc1)N(C(=O)c1ccccc1Br)CC(=O)N2 (centres undefined),-1.8,-15,0.2,18,-0.6,-3,-1.5,-1.9,0.2,-27,0
Brc1cccc(-c2nc3ccc(Br)cn3c2Cc2ccccc2)c1,nt,-1,3.1,-24,3.1,-2,0.1,0.9,nt,-3,-3
Cc1cc(C)c(C#N)c(SCC(=O)Nc2cc(C)on2)n1,3.3,9,11*,-2,3.4,3,-0.3,2.9,1.7,1,-205
Cc1ccc(-n2c3nc(=O)n(C)c(=O)c-3cc3ccccc32)cc1,-0.7,0,0.8,3,0.1,-3,-1.4,-1.3,nt,-1,-203
O=C(COC(=O)c1cc(=O)[nH]c2ccccc12)Nc1nc(-c2ccccc2)cs1,3.6,4,6.2,-7,0.4,2,-1.4,-1.9,0.6,12,-35
CCN1CCN(Cc2ccc(NC(=O)c3cc(NC(=O)c4cc(C)on4)cc(OC)c3)cc2C(F)(F)F)CC1,-0.8&-0.9,1,-2.2,-22,0.6,4,-1.2,-1.1,0.5&0.5,1,-6
Cn1c(=O)c2cc(S(=O)(=O)Nc3cc(C(=O)O)cc(C(=O)O)c3)ccc2n(C)c1=O,-0.3,1,3.8,13,-0.1,-2,-0.9,-0.4,-0.5,3,-9
COC(=O)CNC(=O)C1(C)C=CCN1C(=O)c1ccccc1 (centres undefined),1.0,1,4.5,4,0.8,7,-0.2,0.1,0.4,0,1
O=C(COC(=O)/C=C/c1ccc(S(=O)(=O)N2CCOCC2)cc1)NCc1ccc2c(c1)OCO2,0.9,4,-3.6,-5,-0.6,4,-1.2,-2.4,0.5,-5,1
N#CC(c1ccc(O)cc1)N1CCN(C(C#N)c2ccc(O)cc2)CC1 (centres undefined),-3.5,0,-0.1,4,-1.7,-2,-1.2,-0.6,1.8,-1,14
Cc1cc(C)cc(Oc2ccc(N)cc2)c1,-3.9,1,1.6,-5,-1.0,-3,-1.8,-0.5,0.0,2,0

# High-throughput results (PubChem BioAssay)

# Hits appear at their usual frequency; any-hit rate near 6.6%.
